RAD54 branch: inhibitors of human RAD54 branch migration; Q92698; RAD54 Holliday junction branch migration, FAM/BHQ fluorescence; inhibition, % at 10.4 µM; 0.14% of 360,000 active; AID 602329;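 active = mean normalized replicate activity at least 40 and at least half of replicates scoring 40 or more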;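 also: 0% = median of neutral control wells and 100% = median of positive control wells; inhibitors cause a drop in the FAM fluorescence signal; in these data hits start at about 50%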
ERAP1 HTS inh: ERAP1 (human) enzyme inhibition; inhibition, % at 10.7 µM; 0.15% of 340,000 active; AID 652197; Q9NZ08; recombinant ERAP1, Leu-AMC fluorescence, 60 min;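 active = mean replicate inhibition of at least 30%, or all replicates individually reaching that 30% level; inactive = mean below 30% and not every replicate reaching it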;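 also: 0% = neutral control wells and 100% = L-leucinethiol positive control wells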
GSIS activator: GLuc luminescence reporter in INS-1E cells, primary screen for activators of glucose-dependent secretion of insulin; 0.61% of 370,000 active; AID 743287; INS-1E GLuc reporter insulin secretion, 2-3 h; activation, % at 16.6 µM;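 active = lowest replicate activation of at least 40%, so every replicate reaches that level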;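 also: 0% = median of neutral control wells and 100% = median of IBMX positive control wells; some compounds called inactive have numbers as strong as hits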
F508del corr: correctors of CFTR F508del function in bronchial epithelial cells; CFBE cells, YFP halide quenching; stimulated with forskolin plus potentiator P3; % fluorescence drop versus neutral controls; activity (quench increase), % at 7.58 µM; 0.36% of 350,000 active; AID 720511;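 active = mean added fluorescence quench of at least 8% versus neutral control, with both replicates also reaching 8%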;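 also: cells transiently co-express mutant CFTR-F508del with the halide-sensitive YFP; corrector assay measuring rescue of mutant channel to the surface after 24 h compound exposure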
XiGFP reactiv: reactivates the inactive X chromosome in mouse fibroblasts; XiGFP mouse fibroblasts, % GFP-positive cells imaging, 3 d; cells co-treated with 5-aza-dC sensitizer; scaled so ellipticine positive control = 100%; activation, % at 7.58 µM; 0.055% of 360,000 active; AID 743238;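 active = mean normalized replicate activation at least 10% and every replicate at or above 10%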;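 also: 0% = median of on-plate neutral control wells and 100% = ellipticine 6 µM median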
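Material: SV40-immortalized XiGFP fibroblast cells, line 68-5-11 | Buffer or medium: DMEM containing 5-aza-dC | Dosing: One concentration, pinned | Times: 3 d treatment, 15 min room-temperature fixation | Controls: Ellipticine 6 µM positive control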
esBAF inh: inhibitors of esBAF chromatin remodeling in mouse ES cells; AID 602393; Bmi1-luciferase knock-in reporter, 24 h; 100% = twice the neutral-well signal; reporter increase, % at 12.5 µM; 2% of 350,000 active; in the data active = activation above about 40%;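 also: 0% = median of the plate's neutral control wells and 100% = double that signal; a rise in the Bmi1 reporter signal indicates esBAF inhibition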
ARNT TACC3 PPI: ARNT/TACC3 interaction disruption; Q9Y6A5; AlphaScreen His-ARNT PAS-B/GST-TACC3 binding, luminescence; TACC3 fragment carries E629A point mutation; inhibition, % at 9.99 µM; 0.66% of 390,000 active; AID 623870;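 active = mean inhibition of replicates at least 50% and at least half of replicates each reaching 50%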;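 also: 0% = complete ARNT plus TACC3 wells and 100% = ARNT alone without TACC3; many hits fall short of the cut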
RAD52 inh: blocks human RAD52 DNA annealing | 0.46% of 360,000 active | P43351 | AID 651710 | inhibition, % at 18.7 µM | recombinant RAD52 DNA annealing, FRET fluorescence;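 active = every replicate showing at least 50% inhibition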
Target sequence (P43351 whole entry, looked up): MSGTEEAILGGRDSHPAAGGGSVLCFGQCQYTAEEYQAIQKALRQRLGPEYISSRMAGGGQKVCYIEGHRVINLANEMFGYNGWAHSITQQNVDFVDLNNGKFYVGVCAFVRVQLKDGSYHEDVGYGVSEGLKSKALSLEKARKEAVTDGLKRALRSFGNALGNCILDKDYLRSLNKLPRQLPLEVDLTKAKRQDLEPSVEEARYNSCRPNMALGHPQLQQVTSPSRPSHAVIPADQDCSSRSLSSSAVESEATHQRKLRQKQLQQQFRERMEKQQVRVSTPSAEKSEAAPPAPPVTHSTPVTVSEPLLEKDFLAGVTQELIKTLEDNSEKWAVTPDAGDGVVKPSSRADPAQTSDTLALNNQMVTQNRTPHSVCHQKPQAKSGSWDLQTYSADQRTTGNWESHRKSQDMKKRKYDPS
The depositor's hits bear a star; · = not tested or not shown.

smiles | RAD54 branch | ERAP1 HTS inh | GSIS activator | F508del corr | XiGFP reactiv | esBAF inh | ARNT TACC3 PPI | RAD52 inh
O=C(C[C@@H]1CC[C@H]2[C@@H](COC[C@@H](O)CN2CC2CCCC2)O1)NCC1CC1 | · | -5 | 11 | -0.4 | 0.1 | · | · | -5
CC[C@]12c3[nH]c4ccccc4c3CCN1C(=O)C(CC(=O)NCCN1CCOCC1)C[C@@H]2C(=O)N1CCN(C(=O)C2CC2)CC1 (stereo not given in full) | 4 | -2 | 2 | 7.8 | 0.2 | -6 | -3 | -9
COc1ccc(NC(=O)N2C[C@H](O)COC[C@H]3O[C@H](CC(=O)N4CCN(C)CC4)CC[C@@H]32)cc1 | -3 | 4 | -6 | -0.1 | 0.0 | 0 | -4 | 4
CCN(CC1CCCO1)C(=O)CCc1nnc(Cc2ccc3c(c2)OCO3)o1 (stereo not given) | -4 | -4 | 7 | 0.6 | 0.1 | 0 | -3 | -10
Cc1c(CNC2CCC(C)CC2)c(C(=O)O)c(C)n1Cc1ccccc1 (stereo not given) | -5 | · | 17 | · | -0.1 | · | 0 | ·
CC(C)NC(=O)N(C)C[C@H]1Oc2ccc(NS(=O)(=O)c3ccc(F)cc3)cc2CC(=O)N([C@H](C)CO)C[C@@H]1C | -2 | 3 | 8 | -1.5 | 0.0 | -4 | -6 | -7
O=C(COC(=O)c1ccco1)Nc1ccc([N+](=O)[O-])cc1Cl | -1 | -3 | -4 | 5.2 | 0.0 | -5 | -2 | -11
Cc1ccccc1/C=N/Nc1ncnc2nc[nH]c12 | 6 | 1 | -12 | -0.6 | 0.3 | 15 | 29 | -5
O=C(CSc1nc(C(F)(F)F)cc(=O)[nH]1)N1CCC(Cc2ccccc2)CC1 | 8 | -2 | 1 | -3.3 | 0.0 | 0 | -6 | -28
COc1ccc(S(=O)(=O)N(C)C[C@H]2OCCCC[C@@H](C)Oc3ccc(NC(=O)NC4CCCCC4)cc3C(=O)N([C@@H](C)CO)C[C@@H]2C)cc1 | 1 | -1 | -30 | -0.5 | -0.1 | 2 | -3 | -25
Cc1ccc(NCC(=O)c2ccc(C)cc2)cc1 | -8 | 3 | -24 | 2.5 | 0.3 | -37 | -8 | -3
CC(C)NC(=O)N1[C@H](CO)[C@@H]2c3ccccc3N(C(=O)C3CCCCC3)C[C@@H]21 | -1 | 4 | -7 | -0.1 | 0.0 | 1 | -7 | -11
O=C(C[C@H]1CC[C@@H]2[C@H](COC[C@@H](O)CN2Cc2ccc(Cl)cc2)O1)NCc1cccc(F)c1 | 5 | · | -25 | -0.4 | 0.1 | -3 | 17 | ·
C[C@@H]1CN([C@H](C)CO)S(=O)(=O)c2ccc(-c3cncnc3)cc2O[C@@H]1CN(C)C(=O)C1CCC1 | -3 | 1 | 15 | 0.9 | -0.3 | -1 | 6 | 9
O=c1oc2ccccc2c2c1C(c1ccc(Cl)cc1)Nc1ccc3ccccc3c1-2 (stereo not given) | -3 | · | 6 | · | · | -2 | -4 | ·
C[C@H]1CN([C@@H](C)CO)C(=O)Cc2cc(NC(=O)Cn3cnnn3)ccc2O[C@@H]1CN(C)Cc1ccc2c(c1)OCO2 | 3 | -1 | 11 | -0.6 | -1.0 | -1 | -1 | 11
O=C(OCC(=O)N1CCc2ccccc2C1)c1cccnc1Cl | -10 | 0 | 7 | 1.7 | 0.2 | 24 | -1 | 6
CC(C)C1(C2CCCC2)NC(=O)NC1=O (stereo not given) | 9 | 1 | 26 | 4.7 | 0.0 | 3 | -5 | -5
C[C@@H]1CN([C@H](C)CO)C(=O)c2cccc(NC(=O)Nc3ccc(C(F)(F)F)cc3)c2O[C@@H]1CN(C)C(=O)Nc1ccc(C(F)(F)F)cc1 | 1 | -1 | -18 | 0.2 | -0.1 | -1 | 7 | -8
COc1ccc(S(=O)(=O)N2CCN(C(=O)Cc3cccs3)CC2)cc1 | · | 0 | -1 | -1.3 | 0.0 | · | · | -5
CCCN(C)C[C@@H]1OCCCC[C@@H](C)Oc2ccc(NC(=O)CCCN(C)C)cc2C(=O)N([C@H](C)CO)C[C@H]1C | -21 | -2 | 7 | -0.6 | 0.4 | 0 | 3 | 20
COc1ccc(/C=N/Nc2cc(C)nc(N3CCOCC3)n2)cc1 | · | 12 | -4 | -1.2 | 0.0 | · | -10 | -1
Cc1nc2ccc(S(=O)(=O)Nc3cc(-c4nc5cccnc5s4)ccc3C)cc2s1 | 3 | 2 | · | -4.9 | 0.0 | 61* | -5 | -25
CCc1nc2c(OCC(=O)N(C)C)cccn2c1N(C=O)Cc1ccc(OC)cc1 | -4 | -3 | -1 | -2.6 | 0.0 | 5 | · | -36
CCOc1ccc(C2c3[nH]c4ccccc4c3CCN2CCCn2cccn2)cc1 (stereo not given) | · | 4 | -4 | 1.6 | 0.0 | · | 10 | -29
CCCNC(=O)Nc1ccc2c(c1)OC[C@@H](C)N(Cc1cccnc1)C[C@@H](C)[C@@H](OC)CN(C)C2=O | 3 | · | 13 | 1.0 | 0.2 | -6 | 1 | -5
COc1ccc(CN2CCNC(=O)C2CC(=O)O)c(OC)c1 (stereo not given) | -4 | 4 | -4 | -1.7 | 0.0 | 0 | -2 | 15
C[C@@H]1CN([C@H](C)CO)C(=O)Cc2cc(NS(=O)(=O)c3cccs3)ccc2O[C@H]1CN(C)Cc1ccc(Cl)c(Cl)c1 | 4 | 1 | -20 | 3.7 | -0.1 | 10 | 0 | 24
Cc1ccccc1CNC(=O)Cc1cccs1 | · | 15 | 2 | -0.2 | 0.0 | · | · | -23
O=C(Nc1ccc2nc(-c3cccs3)c(-c3cccs3)nc2c1)NC1CC1 | -6 | · | -20 | · | · | -8 | -6 | ·

Full records as entered above.
O=C(COC(=O)c1ccco1)Nc1ccc([N+](=O)[O-])cc1Cl in the list: RAD54 branch = -1; ERAP1 HTS inh = -3; GSIS activator = -4; F508del corr = 5.2; XiGFP reactiv = 0.0; esBAF inh = -5; ARNT TACC3 PPI = -2; RAD52 inh = -11
CC(C)NC(=O)N(C)C[C@H]1Oc2ccc(NS(=O)(=O)c3ccc(F)cc3)cc2CC(=O)N([C@H](C)CO)C[C@@H]1C in the list: RAD54 branch = -2; ERAP1 HTS inh = 3; GSIS activator = 8; F508del corr = -1.5; XiGFP reactiv = 0.0; esBAF inh = -4; ARNT TACC3 PPI = -6; RAD52 inh = -7

Additional results.
smiles | RAD54 branch | ERAP1 HTS inh | GSIS activator | F508del corr | XiGFP reactiv | esBAF inh | ARNT TACC3 PPI | RAD52 inh
CC(=O)CSc1nc(N(C)C)nc(N(C)C)n1 | · | -1 | 18 | 1.1 | 0.0 | · | -6 | -7
Cc1cc(C(=O)NN=C2CC(=O)CC(C)(C)C2)c(C)o1 | -5 | -2 | 3 | -5.7 | 0.1 | 0 | -1 | 1
COc1cc(NS(=O)(=O)c2ccc(Nc3nc(-c4cccc([N+](=O)[O-])c4)cs3)cc2)nc(OC)n1 | 8 | -2 | -6 | 1.3 | 0.0 | 10 | 9 | -13
COc1ccc(-c2nnc(SCC(=O)N3CCN(c4ccccc4)CC3)o2)cc1OC | -1 | 1 | 1 | 3.8 | 0.1 | 2 | -2 | -17
CCOC(=O)C1CCN(C(=O)C2CCN(S(=O)(=O)CC)CC2)CC1 | 4 | 0 | 7 | -1.1 | · | -2 | -3 | -13
O=C(Nc1c2c(nn1-c1ccccc1)CS(=O)(=O)C2)c1ccc(Br)o1 | 3 | 5 | 35 | 1.6 | 0.3 | -7 | · | -35
CO[C@@H]1CN(C)C(=O)c2ccc(NS(=O)(=O)c3ccccc3C)cc2OC[C@H](C)NC[C@@H]1C | 2 | -1 | -1 | -2.7 | -0.3 | 10 | 0 | -15
Cn1c(SCC(=O)N2CCOCC2)nnc1-c1ccncc1 | 6 | -2 | 20 | -1.3 | 0.4 | -1 | 27 | -14
O=C(NCc1ccc2c(c1)OCO2)Nc1cccc2ccccc12 | -2 | 1 | 10 | -1.6 | 0.0 | -7 | -6 | -5
CN(C)Cc1cn(CC[C@@H]2CC[C@@H](NC(=O)Nc3ccccc3F)[C@H](CO)O2)nn1 | -6 | 3 | 9 | -0.2 | 0.5 | -6 | 0 | -9
N#Cc1cccc(-c2ccc3c(c2)[C@@H]2[C@@H](CCN2Cc2cncnc2)[C@H](CO)N3)c1 | 10 | · | 26 | 3.4 | -0.1 | 0 | 8 | ·
C[C@H](NC(=O)c1ncn2c1C(=O)NC[C@H]2C)C(=O)OC(C)(C)C | 2 | 1 | -5 | -2.9 | -0.1 | -9 | · | -12
COc1ccccc1S(=O)(=O)N1CC[C@@H]2[C@@H](CO)Nc3ccc(Br)cc3[C@@H]21 | -3 | · | -15 | 0.5 | 0.0 | 2 | 36 | ·
C[C@H](NC(=O)C[C@H]1C[C@@H]2c3cc(NC(=O)Cc4ccncc4)ccc3O[C@@H]2[C@@H](CO)O1)c1ccccc1 | -11 | 2 | 2 | -2.8 | 0.0 | 5 | 4 | 4
COc1ccc(C(=O)N2CCC(n3nccc3NC(=O)C3CC3)CC2)c(OC)c1OC | 8 | 1 | -11 | -0.8 | 0.0 | -6 | 3 | -11
O=C(Nc1ccc(N2CCOCC2)cc1)C1(c2ccc(Cl)cc2)CCC1 | · | · | 3 | 1.9 | 0.4 | · | 9 | -3
COc1cccc(S(=O)(=O)N(C)C[C@@H]2Oc3cc(C4=CCCCC4)ccc3S(=O)(=O)N([C@H](C)CO)C[C@H]2C)c1 | 6 | -3 | -27 | 3.3 | 0.2 | -5 | -1 | 1
O=C(CN1CCN(c2ccccn2)CC1)NCCc1ccccc1 | -9 | · | 3 | · | · | 4 | -4 | ·
CON(C)C(=O)CC(CNC(=O)OC(C)(C)C)c1ccc(Cl)cc1 (stereo not given) | -2 | -1 | 0 | 4.2 | -0.1 | -8 | 0 | -2
CCN(C[C@H]1N[C@@](C)(C(=O)OC)[C@H]2C(=O)N(Cc3ccccc3)C(=O)[C@@H]12)C(=O)Nc1ccc(Cl)cc1 | 7 | 10 | -12 | -0.5 | -0.1 | 4 | 1 | -2
C[C@@H]1CN([C@@H](C)CO)C(=O)Cc2cc(NS(=O)(=O)c3cccs3)ccc2O[C@@H]1CN(C)Cc1ccc(Oc2ccccc2)cc1 | 2 | 1 | -16 | 5.2 | -0.5 | 1 | · | 1
COc1ccc(C(=O)C2CCCN(C(=O)c3ccc(C(C)=O)s3)C2)c(C)c1 (stereo not given) | -1 | -1 | 2 | 1.1 | 0.1 | -11 | -4 | -8

Looked up above.
Under RAD54 branch, CCOC(=O)C1CCN(C(=O)C2CCN(S(=O)(=O)CC)CC2)CC1 reads 4
Under RAD52 inh, Cc1cc(C(=O)NN=C2CC(=O)CC(C)(C)C2)c(C)o1 reads 1
Under esBAF inh, O=C(NCc1ccc2c(c1)OCO2)Nc1cccc2ccccc12 reads -7
